Screening data deposited in PubChem by Southern Research Specialized Biocontainment Screening Center.
Salmonella PhoP GFP – Inhibition of PhoP regulon, Salmonella typhi GFP reporter cells, confirmation, 4 h (AID 1850); 0.33% of 310,000 active; Salmonella Typhi PhoP-promoter GFP reporter, fluorescence, 4 h; higher % means a stronger effect; one-dose inhibition, % at 50 µM; IC50 in µM for titrated hits; in the data active = a potency from the dose series; inconclusive = inhibition mostly from about 25% at the one dose, without a potency; inactive = the rest, 99 in 100 with inhibition below about 19%;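 also: 0% = induced wells with vehicle and 100% = uninduced wells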
M. tuberculosis – growth inhibition of non-replicating M. tuberculosis (AID 488890); Mycobacterium tuberculosis non-replicating, growth inhibition; higher % means a stronger effect; inhibition, % at 25 µM; hits with a dose series show IC50 in µM; 0.39% of 320,000 active; in the data active = a potency from the dose series; inconclusive = inhibition mostly from about 82% at the one dose, without a potency; inactive = the rest, 99 in 100 with inhibition below about 76%;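 also: plate controls were DMSO cells for no effect and high antibiotic wells for full effect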
H37Rv inhibition – M. tuberculosis growth inhibition, HTS (AID 449762) | M. tuberculosis H37Rv growth inhibition, 7H9 media; higher % means a stronger effect | one-dose inhibition, % at 25 µM; IC50 in µM for titrated hits | 0.59% of 330,000 active; in the data active = a potency from the dose series; inconclusive = inhibition above about 70% without an active follow-up result;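 also: bacterial growth assessed after seven days of incubation; strong numbers were not always called active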
VEEV TC-83 Vero – inhibitors of VEEV TC-83 cytopathic effect, confirmation, Vero cells (AID 588727); Vero cells, VEEV TC-83 cytopathic effect inhibition; higher % means a stronger effect; one-dose inhibition, % at 20 µM; IC50 in µM for titrated hits; 0.13% of 350,000 active; in the data active = a potency from the dose series; inconclusive = inhibition mostly from about 14% at the one dose, without a potency; inactive = the rest, 99 in 100 with inhibition below about 12%; also: strong numbers were not always called active
H1N1 NS1A inhibition – H1N1 influenza NS1A inhibitors, functional cell based assay (AID 504329) | NS1A functional cell-based assay, percent inhibition; higher % means a stronger effect | 0.3% of 340,000 active | one-dose inhibition, % at 12.5 µM; IC50 in µM for titrated hits; in the data active = a potency from the dose series; inconclusive = inhibition above about 27% without an active follow-up result; also: strong numbers were not always called active
VEEV TC-83 Vero 10K pilot screen – further read-out of VEEV TC-83 Vero, marked with its call; inhibition, %; measured here: 10K pilot screen inhibition
* hit, by the source's call; i = inactive; ? = inconclusive; / = not tested or not shown.

Start of the listing, in advance (4 entries):
SMILES	Salmonella PhoP GFP	M. tuberculosis	H37Rv inhibition	VEEV TC-83 Vero	H1N1 NS1A inhibition	others
Cc1ccc(NC(=O)C2CC(=O)N(c3ccc4c(c3)OCCO4)C2)cc1S(=O)(=O)N1CCCCCC1 (configuration not stated)	-9%	12%	70%	12%	-3%
O=C(CC(O)c1ccncc1)c1ccccc1O (configuration not stated)	/	/	/	0.8%	5%
C[C@@H](OC(=O)N(C)Cc1ccccc1)[C@H]1O[C@]2(C)CCCC[C@H]1O2	/	0%	-2%	0.1%	-3%
O=C(NCCOc1ccc(F)cc1)C1CCN(S(=O)(=O)c2ccccc2)CC1	3%	-2%	-2%	7.6%	-8%

Main list, from the first entry:
SMILES	Salmonella PhoP GFP	M. tuberculosis	H37Rv inhibition	VEEV TC-83 Vero	H1N1 NS1A inhibition	others
Cc1ccc(NC(=O)C2CC(=O)N(c3ccc4c(c3)OCCO4)C2)cc1S(=O)(=O)N1CCCCCC1 (configuration not stated)	-9%	12%	70%	12%	-3%
O=C(CC(O)c1ccncc1)c1ccccc1O (configuration not stated)	/	/	/	0.8%	5%
C[C@@H](OC(=O)N(C)Cc1ccccc1)[C@H]1O[C@]2(C)CCCC[C@H]1O2	/	0%	-2%	0.1%	-3%
O=C(NCCOc1ccc(F)cc1)C1CCN(S(=O)(=O)c2ccccc2)CC1	3%	-2%	-2%	7.6%	-8%
Clc1cccc(Sc2ccc(-c3ccccn3)s2)c1	-9%	12%	4%	3.9%	-25%
Cc1ccc(C(C)NC(=O)c2c(-c3ccccc3)noc2C)cc1C (configuration not stated)	-5%	2%	-16%	0.5%	-5%
COCCOc1ccc(C(F)(F)F)cc1NC(=O)COC(=O)C1=COCCO1	-13%	-2%	60%	2.5%	10%
O=C(CNCc1ccco1)Nc1cccc(S(=O)(=O)N2CCCCC2)c1	5%	6%	11%	0.4%	16%
CNC(=S)N(CCc1c(C)[nH]c2ccc(Cl)cc12)Cc1cccnc1	-5%	6%	2%	2.8%	5%
Nc1cc(=O)[nH]c(SCC(=O)NC2CCCCCCC2)n1	/	3%	-4%	0.4%	-11%
CC(C)(C)OC(=O)NCC(=O)NNC(=O)C(C(=O)OCc1ccccc1)c1ccccc1 (configuration not stated)	/	14%	2%	1.2%	-9%
COc1ccc(O)c(C=Nc2cc(NC(C)=O)c(Cl)cc2Cl)c1	-8%	4%	-5%	1.0%	-6%
COc1ccc(NC(=O)COC(=O)CCC(=O)c2cccs2)cc1OC	/	-7%	-19%	2.6%	1%
COc1c(Cl)cc(C(=O)Nc2ccccc2C(=O)O)cc1Cl	-4%	48%	-11%	3.2%	0%
CCC(C)NC(=O)Cn1nc(Cc2ccncc2)c2ccccc2c1=O (configuration not stated)	-11%	-1%	-3%	0.4%	21%
Cc1nc(NC(=S)Nc2ccccc2)sc1C	-1%	37%	?	0.3%	-1%
Cc1cc2c(cc1S(=O)(=O)Nc1ccc(OC(F)(F)F)cc1)OCC(=O)N2	-30%	14%	2%	4.3%	-7%
CC(=O)C1=C(C)NC(SCC(=O)c2ccc(C)cc2)=C(C#N)C1c1ccco1 (configuration not stated)	-15%	39%	?	/	/
O=C(c1ccc(CNS(=O)(=O)c2cccc(Cl)c2)cc1)N1CCCC1	-11%	8%	-1%	2.0%	1%
N#CC(c1ccc(Cl)cc1)c1ccc2c(C(F)(F)F)cc(C(F)(F)F)nc2n1 (configuration not stated)	-11%	?	?	13%	21%
COc1ccc(-c2c[n+](CC(=O)c3cccs3)c3n2CCC3)cc1	5%	9%	-3%	i	-3%
CC(CCc1ccccc1)NCC(O)c1cccc([N+](=O)[O-])c1 (configuration not stated)	-2%	14%	-2%	1.4%	-3%
Cc1ccc(NC(=S)Nc2ccc(S(=O)(=O)N3CCOCC3)cc2)cc1S(=O)(=O)N1CCOCC1	-4%	75%	-9%	i	6%
O=C(Nc1ccccc1C(=O)N1CCCC1)c1ccc(Cl)c([N+](=O)[O-])c1	-6%	28%	-6%	0.1%	6%
CCOC(=O)c1c(NC(=O)CSc2c[nH]c3ccccc23)sc2c1CCCC2	-1%	0%	-6%	27%	5%
CC(C)C[C@@H](COc1ccccc1)N1CCN(C)CCC1=O	2%	-6%	1%	0.5%	-2%
COc1cc(C(=O)NCC(=O)NCCSc2ccc(Br)cc2)cc(OC)c1OC	3%	9%	-7%	9.1%	-2%
CCN(CC(=O)NCc1ccc(F)cc1)C(=O)/C=C/c1cccs1	-9%	4%	-1%	i	6%
COCCn1c(C)cc(C(=O)COC(=O)Cc2n[nH]c(=O)c3ccccc23)c1C	/	/	/	0.9%	1%
CN1c2ccccc2-c2ccccc2S1(=O)=O	/	/	/	i	-18%
Cc1ccc(C)c(OCC(=O)NNC(=O)c2ccc(=O)[nH]c2)c1	/	0%	-8%	0.5%	-7%
CC(C)(C)c1ccc(C(=O)N2CCC(C(=O)NCc3ccco3)CC2)cc1	-9%	9%	4%	i	-4%
Cc1ccc(-n2nc3c(=O)n(CCCC(=O)NCCN4CCN(C)CC4)nc(C)c3c2C)cc1	-12%	-11%	5%	1.5%	13%
CN(CC1CCCO1)S(=O)(=O)c1ccc(C(=O)Nc2nnc(-c3ccccc3)o2)cc1 (configuration not stated)	-1%	?	?	14%	14%
COC(=O)/C(=N/Nc1ccc(C)cc1)N1CCCc2ccccc21	-8%	24%	?	0.4%	2%
O=C1N=C(N2CCOCC2)S/C1=C\c1ccc(OS(=O)(=O)c2ccccc2)cc1	-10%	21%	0%	?	-13%
O=C(COC(=O)C1CC2C=CC1C2)Nc1ccc([N+](=O)[O-])cc1 (configuration not stated)	/	48%	-11%	0.5%	-1%
Cc1nnc2n(c1=O)C(CS(=O)(=O)c1ccccc1)CS2 (configuration not stated)	-6%	-5%	-8%	1.8%	9%
COC(=O)c1ccc(Oc2nc(Nc3ccccc3)nc(N(C)C)n2)cc1	3%	5%	6%	i	7%	VEEV TC-83 Vero 10K pilot screen=2.1
CC(C)NC(=O)c1ccc(-c2cc(C(F)(F)F)ccc2Cl)o1	4%	0%	-8%	2.9%	-1%
COc1ccc(-c2noc(CCCC(=O)N3CCN(c4cc(C)ccc4C)CC3)n2)cc1	/	/	/	1.1%	-18%
CN(C(=O)CSc1ncnc2ccccc12)C1CCCCC1	/	/	/	4.0%	-5%
COc1cccc(CC(NC(C)=O)C(=O)NC2CCN(c3nc(C)cc(C)c3C#N)CC2)c1 (configuration not stated)	-1%	28%	7%	0.6%	-4%
NC(=O)c1ccc(NC(=O)CN2CCN(c3ccc(Cl)cc3)CC2)cc1	-10%	31%	-2%	3.9%	0%	VEEV TC-83 Vero 10K pilot screen=5.2
COc1ccc(N2CCN(C(=O)CN3C(=O)NC4(CCCc5ccccc54)C3=O)CC2)cc1 (configuration not stated)	0%	5%	3%	i	7%
O=C(O)C1CC=CCC1C(=O)NCCCN1CCCC1=O (configuration not stated)	-10%	-14%	-30%	0.4%	3%
Nc1nc(Nc2ccccc2)nc(NC2CCCCC2)c1[N+](=O)[O-]	-4%	58%	29%	4.8%	12%
c1ccc2[nH]c(CCCc3nc4ccccc4[nH]3)nc2c1	-3%	-17%	-1%	0.7%	-14%
Cc1cc(C(=O)OCC(=O)NC(C)c2ccc(F)cc2)c(C)o1 (configuration not stated)	/	17%	-3%	1.5%	-2%
Cn1ccc2c([N+](=O)[O-])cccc2c1=O	-9%	47%	-2%	0.2%	-12%
COC(C[C@H]1O[C@@H]1[C@@H](O)COCc1ccccc1)OC	/	/	/	0.3%	-5%	VEEV TC-83 Vero 10K pilot screen=0.4
Clc1ccc(CSc2nnc([C@@H]3CCCN3)o2)cc1Cl	-3%	?	13%	0.4%	0%
CCOC(=O)c1c(C)[nH]c(C(=O)COC(=O)COc2ccccc2C=O)c1C	-10%	-5%	-7%	1.3%	0%
S=c1[nH]c(-c2ccccc2)cn1/N=C/c1cccs1	-6%	1%	6%	i	-3%
CCn1c(CNc2ccc(Cl)cc2)nnc1SCc1ccc(Cl)cc1	-1%	38%	-2%	1.0%	6%
COC(=O)c1ccc(CNC(=O)c2ccc(S(=O)(=O)N(C)c3ccccc3OC)cc2)cc1	/	47%	?	1.8%	-1%
c1ccc2cc(CNCc3cccc4ccccc34)ccc2c1	4%	25%	2%	i	-14%
C#CCOCCOCCOCCNc1nc(N2CCN(C(=O)CCCCCCCCCCNC(=O)[C@H](CCCCN)n3cc(C)nn3)CC2)nc(N2CCN(C(=O)CCCCCCCCCCNC(=O)[C@H](CO)n3cc(CCCSC)nn3)CC2)n1	113µM*	31%	61%	4.8%	13%
CC1CCN(C(=S)NC2CCCCC2)CC1	5%	?	-5%	i	-9%
Cc1ccc2c(c1)c1c3n2CCN(CC(O)CNC(C)C)C3CCC1 (configuration not stated)	5%	32%	-1%	27%	11%

The list goes on; it opens with the two that closed the last part.
SMILES	Salmonella PhoP GFP	M. tuberculosis	H37Rv inhibition	VEEV TC-83 Vero	H1N1 NS1A inhibition	others
CC1CCN(C(=S)NC2CCCCC2)CC1	5%	?	-5%	i	-9%
Cc1ccc2c(c1)c1c3n2CCN(CC(O)CNC(C)C)C3CCC1 (configuration not stated)	5%	32%	-1%	27%	11%
N#C/C(=C\c1cccnc1)C(=O)Nc1cccc(Cl)c1	-5%	19%	5%	1.1%	0%
COC(=O)c1ccccc1N(C)C(=O)C12CCC(C)(C(=O)O1)C2(C)C (configuration not stated)	10%	-22%	-2%	i	-8%
COC(=O)c1ccsc1NC(=O)CN1CCN(c2ccc(F)cc2)CC1	-6%	34%	?	7.4%	12%
COc1ccc(Br)cc1C(=O)N/N=C/c1cccnc1	-5%	-2%	3%	2.8%	-8%
CCOC(=O)C(=N/O)/C(C)=N/NC(=O)C(=O)Nc1cc(Cl)ccc1Cl	1%	?	-1%	8.3%	-16%
Fc1cccc(CCNCc2ccccn2)c1	-2%	22%	-2%	1.1%	-10%
Cc1ccc(Nc2nc(Oc3ccc(OCc4ccccc4)nn3)nc(N3CCOCC3)n2)cc1	6%	-2%	3%	8.9%	9%
Cc1ccc(CC(=O)Nc2ccc(F)c([N+](=O)[O-])c2)cc1	2%	55%	3%	1.3%	-10%
COC(=O)C=C1CCC2C3CCC4=CC(=O)C(Br)CC4(C)C3C(=O)CC12C (configuration not stated)	/	/	/	30%	-4%
Cc1ccc(S(=O)(=O)CC(=O)Nc2nc3ccccc3s2)cc1	0%	24%	2%	0.6%	-2%
CSc1cccc(CN(C)C(=O)C2CCC(=O)N(CCCN3CCCC3=O)C2)c1 (configuration not stated)	1%	-1%	4%	0.3%	6%
O=C(COc1ccc(Br)cc1)Nc1nnc(-c2cccnc2)s1	2%	28%	-6%	/	/
CCOC(=O)CNC(=O)CSc1nnc(C)c(=O)[nH]1	3%	-4%	-7%	0.6%	-6%
NNC(=O)c1cc2cc(OC(F)(F)F)ccc2[nH]1	-5%	31%	?	1.9%	2%
Cc1ccccc1NC(=O)NC1CCCCC1C (configuration not stated)	-7%	3%	-6%	2.8%	9%
Cc1cc(C)nc(NS(=O)(=O)c2ccc(NC(=S)NC(=O)C3CCCC3)cc2)n1	-5%	36%	-2%	1.5%	-7%
Cc1ccccc1-c1nnc2c3ccccc3c(C)nn12	-7%	3%	1%	0.3%	4%
Cn1cnc([N+](=O)[O-])c1Sc1nnc(-c2cccnc2)n1C	-18%	51%	8%	0.1%	-1%
COc1ccc(/C=N/Nc2ncc(-c3ccccc3)cn2)c(OC)c1	-9%	11%	57%	1.3%	1%
O=C(Cc1ccccc1)Nc1ccc(N2CCOCC2)cc1N1CCOCC1	-9%	-4%	0%	6.4%	0%
C=CCNS(=O)(=O)c1nc(C)c(Cl)c(C)c1C#N	0%	-1%	-2%	i	-9%
O=C(C1CC(=O)N(c2ccc(Cl)cc2)C1)N1CCOCC1 (configuration not stated)	-18%	/	0%	1.0%	-3%
O=C(c1ccccc1)c1cc([N+](=O)[O-])ccc1N1CCOCC1	-1%	-12%	6%	i	6%
C=CCn1c(=O)c2ccccc2n2c(SCC(=O)Nc3cc(C)on3)nnc12	1%	-15%	1%	8.2%	-16%
CC(=O)c1nn(-c2cccc(Br)c2)cc1C(=O)c1ccc2ccccc2c1	0%	-6%	10%	i	-4%
COc1cccc(-c2nc(-c3ccc(NC(=O)c4cccnc4)cc3)no2)c1	-2%	4%	-3%	7.0%	-1%
CC1Oc2ccccc2N(CC(=O)Nc2ccc(F)cc2)C1=O (configuration not stated)	-5%	16%	8%	0.2%	0%
COc1cccc(-n2nnnc2SCC(=O)NCc2ccc3c(c2)OCO3)c1	-8%	24%	8%	i	1%
